Tau fluor counter – counter-screen for tau fibril formation inhibitors; 280,000 compounds, 0.93% hits; Potency, µM (top dose mostly 57.7 µM), inactives show at the top dose activity change, negative = decrease; AID 1463; tau K18 P301L Alexa594 fluorescence, heparin fibrillization; further: on the % scale 0 is the no-effect control and ±100 the full control effect; nearly all actives have a fitted effect of over 55% in size
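Human K18 P301L tau (15 uM unlabeled plus 0.24 uM Alexa 594-labeled, final) in 100 mM sodium acetate pH 7 was mixed with compound and 20 uM heparin and incubated 6 hr at 37 C.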
TRb-SRC2 inh – TRbeta-SRC2 interaction inhibition; P10828; TRbeta-SRC2 peptide binding, fluorescence polarization; receptor liganded with 1 µM T3; Potency, µM (doses to about 106 µM), inactives show at the highest dose activity change, negative = inhibition, most hits filed as inhibitors; 280,000 compounds, 0.065% hits; AID 1469;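 further: plate controls were bound peptide for no effect and peptide without receptor for full effect; nearly all actives have a fitted effect of over 50% in size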
Target sequence (P10828 whole entry, looked up): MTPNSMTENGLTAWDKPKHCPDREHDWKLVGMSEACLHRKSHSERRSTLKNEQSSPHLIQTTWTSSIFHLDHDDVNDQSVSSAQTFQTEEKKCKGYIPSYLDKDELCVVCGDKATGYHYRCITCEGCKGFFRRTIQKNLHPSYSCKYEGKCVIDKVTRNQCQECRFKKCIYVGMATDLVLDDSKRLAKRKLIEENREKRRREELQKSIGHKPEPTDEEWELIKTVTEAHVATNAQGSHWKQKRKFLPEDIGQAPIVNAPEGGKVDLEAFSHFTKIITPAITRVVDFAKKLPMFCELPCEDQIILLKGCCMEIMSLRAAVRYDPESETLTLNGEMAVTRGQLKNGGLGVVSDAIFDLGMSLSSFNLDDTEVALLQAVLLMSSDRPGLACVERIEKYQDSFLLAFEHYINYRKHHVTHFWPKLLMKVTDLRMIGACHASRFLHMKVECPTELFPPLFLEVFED
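Quantitative HTS by FP: 0.6 uM TRb LBD, 20 nM labeled SRC2 20-mer, 1 uM T3, 5% DMSO; 5 hr ambient incubation; % activity per concentration and potencies from concentration series.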
L3MBTL1 inh – L3MBTL1 (human) inhibition; 230,000 compounds, 0.66% hits; Q9Y468; Potency, µM (series often up to 57.1 µM), without a hit: at the highest dose activity, negative = inhibition, hits mostly inhibitors; AlphaScreen L3MBTL1–H3K9me1 peptide binding; further: on the % scale 0 is the no-effect control and ±100 the full control effect; nearly all actives have a fitted effect of over 60% in size
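Read-out is AlphaScreen signal from streptavidin donor and nickel chelate acceptor beads (10 ug/mL final each) bridging L3MBTL1 (50 nM) and biotinylated K9-monomethylated H3(1-15) peptide (75 nM), after 30 min compound exposure at room temperature.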
RECQ1 inh – inhibitors of human RECQ1 DNA helicase | 240,000 compounds, 0.54% hits | AID 2549 | RECQ1 DNA unwinding, red fluorescence kinetic read | Potency, µM (top dose mostly 57.3 µM), without a hit: at the highest dose activity, negative = inhibition, actives largely listed as inhibitors | P46063;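 further: plate controls were vehicle for no effect and no enzyme for full effect; nearly all actives have a fitted effect of over 30% in size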
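50 nM RECQ1T1 preincubated 15 min with compound in Tris pH 8.0 buffer with MgCl2, DTT, Tween-20 and 2.5 ug/ml poly(dI-dC); started with 200 nM TAMRA/BHQ-2 forked duplex and 2 mM ATP. Unwinding read as fluorescence (525/598 nm), two reads 2 h apart.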
Tau FP inhib – blocks human tau fibril formation measured by polarization | K18 P301L tau heparin fibrillization, Alexa594 FP, 6 h | 280,000 compounds, 0.39% hits | AID 1468 | Potency, µM (titrated, usually from 57.7 µM), without a hit: at the top dose activity, negative = inhibition, usual class: inhibitors; further: on the % scale 0 is the no-effect control and ±100 the full control effect; nearly all actives have a fitted effect of over 55% in size
Target sequence (P10636 561-689 P618L limits assumed): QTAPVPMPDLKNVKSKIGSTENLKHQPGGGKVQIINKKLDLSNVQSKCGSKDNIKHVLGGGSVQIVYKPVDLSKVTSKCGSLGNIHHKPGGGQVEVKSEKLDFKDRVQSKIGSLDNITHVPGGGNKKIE
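Human K18 P301L fragment (15 uM unlabeled plus 0.24 uM Alexa 594-labeled) in 100 mM sodium acetate pH 7 with compound, aggregation induced by 20 uM heparin for 6 hr at 37 C. ThT (30 uM) added for 1 hr, then Alexa 594 FP read.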
HTT ATP protect – protects HTT-Q103 PC12 cells, measured by ATP | PC12 HTT-Q103 induced, cytoprotection, ATP luminescence, 40 h | Potency, µM (top dose mostly 56.4 µM), without a hit: cytoprotection (ATP increase), most hits filed as activators | 230,000 compounds, 0.14% hits;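 further: % of control where 0% means no effect; nearly all actives have a fitted effect of over 45% in size; toxic huntingtin expression switched on by the ecdysone agonist tebufenozide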
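Stable PC12 Q103-GFP cells in serum-supplemented, phenol red-free DMEM; induction by tebufenozide at 100 nM final; compound dose series; cell viability quantified luminescently from ATP.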
TR SRC2 fluor cs – Texas Red fluorescence interference in TRb-SRC2 counter-screen. TRb/SRC2 Texas Red total fluorescence interference. Potency, µM (top dose mostly 106 µM), for the others: at the highest dose fluorescence change, negative = quenching. 280,000 compounds, 0.29% hits; active means well fitted curve in either direction with a large enough effect; inconclusive means small, poorly fitted or top-dose-only effect; further: on the % scale 0 is the no-effect control and ±100 the full control effect
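Human TRb ligand-binding domain at 0.6 uM with 20 nM Texas Red SRC2 peptide in Tris buffer containing 1 uM T3 and 5% DMSO, incubated with compound 5 h at ambient temperature. Total fluorescence (555/632 nm) calculated as parallel + 2 × perpendicular.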
Tau ThT inhib – inhibitors of human tau fibril formation, thioflavin T binding; Potency, µM (series often up to 57.4 µM), inactives show at the top dose activity, negative = inhibition, usual class: inhibitors; recombinant tau K18 P301L, heparin-induced fibrillization, ThT fluorescence; 270,000 compounds, 2.1% hits; P10636; further: on the % scale 0 is the no-effect control and ±100 the full control effect; nearly all actives have a fitted effect of over 55% in size
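Fibril formation assay: tau K18 P301L at 15 uM with trace Alexa 594 label, heparin inducer 20 uM, pH 7 sodium acetate buffer, 37 C for 6 hr; endpoint ThT signal.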
Numbers without * were called inactive; [ ] = remark or other dose. Unless noted, the call rests on the fitted dose curve; in most records, active means well fitted curve in the direction sought with a large enough effect; inconclusive means small, poorly fitted or top-dose-only effect, or another doubt; inactive means no such curve, though single readings can be large; an effect the other way counts as inactive or inconclusive. Potency means the concentration at half of the fitted maximal effect. The list is partial (hit frequency here may not be typical).

How did C/C(=N/NC(=O)c1ccco1)c1cccc(NC(=O)c2ccc(C)o2)c1 do in these assays?
Tau fluor counter: -1%; TRb-SRC2 inh: -14%; L3MBTL1 inh: -2%; RECQ1 inh: 5%; Tau FP inhib: -1%; HTT ATP protect: -39%[inhibitor]; TR SRC2 fluor cs: -4%; Tau ThT inhib: inconclusive

Results for COc1cccc(C2C(C#N)=C(N)Oc3cc(C)[nH]c(=O)c32)c1OC (configuration not stated) ?
Tau fluor counter: -17%; TRb-SRC2 inh: 5%; L3MBTL1 inh: -11%; RECQ1 inh: -5%; Tau FP inhib: -11%; HTT ATP protect: -8%; TR SRC2 fluor cs: 2%; Tau ThT inhib: -13%

What do the screens show for `CCCCCCCC(=O)OCC(=O)[C@@]1(O)CC[C@H]2[C@@H]3CCC4=CC(=O)CC[C@]4(C)[C@H]3[C@@H](O)C[C@@]21C`?
Tau fluor counter: -21%; TRb-SRC2 inh: 3%; L3MBTL1 inh: 2%; RECQ1 inh: -13%; Tau FP inhib: 15%; TR SRC2 fluor cs: 0%; Tau ThT inhib: inconclusive

Results for Cc1ccc2nc(NC(=O)C3CCN(S(=O)(=O)c4cnc[nH]4)CC3)sc2c1 ?
Tau fluor counter: -19%; TRb-SRC2 inh: 2%; L3MBTL1 inh: 2%; RECQ1 inh: 2%; Tau FP inhib: -7%; TR SRC2 fluor cs: -5%; Tau ThT inhib: 9%

How did COc1ccc(OCc2nc(C#N)c(NCc3ccccc3Cl)o2)cc1 do in these assays?
Tau fluor counter: inconclusive; TRb-SRC2 inh: -9%; Tau FP inhib: -3%; TR SRC2 fluor cs: 1%; Tau ThT inhib: -13%

How did COc1ccc(CNC(=O)C2CCCN(S(=O)(=O)c3cccc4nsnc34)C2)cc1 (configuration not stated) do in these assays?
Tau fluor counter: -6%; TRb-SRC2 inh: -6%; Tau FP inhib: -6%; TR SRC2 fluor cs: 1%; Tau ThT inhib: 2%

How did CCCC(C)NC1=NCCCCC1 (configuration not stated) do in these assays?
Tau fluor counter: -5%; TRb-SRC2 inh: -5%; L3MBTL1 inh: 0%; RECQ1 inh: -10%; Tau FP inhib: -3%; HTT ATP protect: -76%[inhibitor]; TR SRC2 fluor cs: 0%; Tau ThT inhib: -6%

What do the screens show for `COc1ccc(C2=C(C)C(=NCCCN3CCN(c4cc(C)ccc4C)CC3)NS2(=O)=O)cc1`?
Tau fluor counter: -1%; TRb-SRC2 inh: 1%; Tau FP inhib: inconclusive; TR SRC2 fluor cs: -2%; Tau ThT inhib: -8%

How did O=C(NCc1ccc(-c2nc3ccccc3s2)cc1)c1ccc(Br)o1 do in these assays?
Tau fluor counter: -8%; TRb-SRC2 inh: -2%; L3MBTL1 inh: -1%; RECQ1 inh: -3%; Tau FP inhib: -7%; HTT ATP protect: -6%[10 µM]; TR SRC2 fluor cs: 1%; Tau ThT inhib: -3%

What do the screens show for `C=CCC1C=C(C)CC(CC=C)N1` (configuration not stated)?
Tau fluor counter: -6%; TRb-SRC2 inh: -3%; L3MBTL1 inh: 31%[activator]; RECQ1 inh: 1%; Tau FP inhib: -15%; HTT ATP protect: -3%; TR SRC2 fluor cs: -2%; Tau ThT inhib: -1%

How did Cc1ccnc(N2CCCC(C(=O)Nc3cc(F)ccc3C)C2)n1 (configuration not stated) do in these assays?
Tau fluor counter: -6%; TRb-SRC2 inh: -1%; L3MBTL1 inh: 3%; RECQ1 inh: 0%; Tau FP inhib: 1%; HTT ATP protect: -7%; TR SRC2 fluor cs: -1%; Tau ThT inhib: 1%

What do the screens show for `C=CCN1C=CC=C/C1=C1\SC(=S)N(C)C1=O`?
Tau fluor counter: -4%; TRb-SRC2 inh: 1%; RECQ1 inh: -14%; Tau FP inhib: -3%; HTT ATP protect: -14%; TR SRC2 fluor cs: -1%; Tau ThT inhib: -21%

Results for CC(C)NC(=O)C1CCC(Cn2c(=O)c3sccc3n(CC(=O)NCc3ccccc3)c2=O)CC1 (configuration not stated) ?
Tau fluor counter: -4%; TRb-SRC2 inh: 3%; Tau FP inhib: -4%; TR SRC2 fluor cs: -1%; Tau ThT inhib: -2%

Results for Cc1cccc(NC(=S)NC(=O)c2cccs2)n1 ?
Tau fluor counter: -7%; TRb-SRC2 inh: -2%; L3MBTL1 inh: -9%; RECQ1 inh: -9%; Tau FP inhib: 0%; HTT ATP protect: -10%; TR SRC2 fluor cs: 0%; Tau ThT inhib: inconclusive

How did Cc1cccc(/N=C/c2c(C)[nH]n(-c3ccccc3)c2=O)n1 do in these assays?
Tau fluor counter: -13%; TRb-SRC2 inh: 5%; L3MBTL1 inh: -4%; RECQ1 inh: -1%; Tau FP inhib: -6%; HTT ATP protect: -1%[10 µM]; TR SRC2 fluor cs: -5%; Tau ThT inhib: inconclusive

Results for CCOC(=O)N1CCc2c(sc3c2C(=O)NC(c2cc(OC)c(OC)c(OC)c2)N3)C1 (configuration not stated) ?
Tau fluor counter: -25%; TRb-SRC2 inh: 1%; Tau FP inhib: -7%; TR SRC2 fluor cs: -4%; Tau ThT inhib: 16µM*

What do the screens show for `O=c1cc(CN2CCN(c3cccc(Cl)c3)CC2)c2cc3c(cc2o1)CCCC3`?
Tau fluor counter: -16%; TRb-SRC2 inh: 14%; RECQ1 inh: inactive; Tau FP inhib: -1%; HTT ATP protect: -6%; TR SRC2 fluor cs: 3%; Tau ThT inhib: -9%

Results for Cc1ccc([N+](=O)[O-])cc1NC(=O)C(C)NS(=O)(=O)c1ccc(F)cc1 (configuration not stated) ?
Tau fluor counter: 5%; TRb-SRC2 inh: 11%; L3MBTL1 inh: -4%; RECQ1 inh: inactive; Tau FP inhib: 14%; HTT ATP protect: -11%; TR SRC2 fluor cs: -1%; Tau ThT inhib: 9%

What do the screens show for `CCN=C1SC(CC(=O)NCc2ccccc2)C(=O)N1CC` (configuration not stated)?
Tau fluor counter: -9%; TRb-SRC2 inh: -1%; L3MBTL1 inh: -2%; RECQ1 inh: inactive; Tau FP inhib: 1%; HTT ATP protect: 10%[10 µM]; TR SRC2 fluor cs: -2%; Tau ThT inhib: -8%

How did Cc1csc2c(N3CCN(C(=O)Nc4ccc(Cl)c(Cl)c4)CC3)ncnc12 do in these assays?
Tau fluor counter: inconclusive; TRb-SRC2 inh: 0%; RECQ1 inh: -11%; Tau FP inhib: inconclusive; HTT ATP protect: 33%[10 µM]; TR SRC2 fluor cs: 0%

How did Cc1ccc(S(=O)(=O)N(C)c2ccc(C(=O)N3CCCCC3)cc2)cc1 do in these assays?
Tau fluor counter: -14%; TRb-SRC2 inh: -13%; RECQ1 inh: -18%; Tau FP inhib: -10%; HTT ATP protect: 9%; TR SRC2 fluor cs: -1%; Tau ThT inhib: -13%

Results for COc1ccccc1NC(=O)CS(=O)(=O)c1cccc2nsnc12 ?
Tau fluor counter: 0%; TRb-SRC2 inh: -3%; L3MBTL1 inh: 1%; RECQ1 inh: inactive; Tau FP inhib: 0%; HTT ATP protect: -6%; TR SRC2 fluor cs: -1%; Tau ThT inhib: 0%

What do the screens show for `CCOC(=O)C1=C(N)Oc2ccc(Br)cc2[C@@H]1[C@@H](C#N)C(=O)OCC`?
Tau fluor counter: 1%; TRb-SRC2 inh: -9%; RECQ1 inh: inactive; Tau FP inhib: 5%; HTT ATP protect: -7%; TR SRC2 fluor cs: -2%; Tau ThT inhib: -16%

What do the screens show for `COC(C(=O)NC1CC1)c1ccccc1` (configuration not stated)?
Tau fluor counter: 5%; TRb-SRC2 inh: 6%; L3MBTL1 inh: 3%; RECQ1 inh: -4%; Tau FP inhib: 3%; TR SRC2 fluor cs: -1%; Tau ThT inhib: 3%

How did COC1CCCCC1Nc1cc(C)ccc1C (configuration not stated) do in these assays?
Tau fluor counter: -3%; TRb-SRC2 inh: 1%; L3MBTL1 inh: -8%; RECQ1 inh: -8%; Tau FP inhib: -4%; HTT ATP protect: -13%; TR SRC2 fluor cs: -1%; Tau ThT inhib: -13%

Results for O=C(NCC1COc2ccccc2O1)C1CCN(S(=O)(=O)c2cccc3nsnc23)CC1 (configuration not stated) ?
Tau fluor counter: -15%; TRb-SRC2 inh: 9%; L3MBTL1 inh: -1%; RECQ1 inh: 7%; Tau FP inhib: -3%; HTT ATP protect: -13%; TR SRC2 fluor cs: -1%; Tau ThT inhib: -13%

What do the screens show for `COc1ccc2cc3c(N)nn(C(=O)c4ccc(OC)c(OC)c4)c3nc2c1`?
Tau fluor counter: inconclusive; TRb-SRC2 inh: -3%; L3MBTL1 inh: 14%; Tau FP inhib: -15%; TR SRC2 fluor cs: inconclusive; Tau ThT inhib: inconclusive

How did O=C(CSc1ncnc2nc[nH]c12)N1CCN(c2ccccc2)CC1 do in these assays?
Tau fluor counter: -8%; TRb-SRC2 inh: 5%; L3MBTL1 inh: 9%; RECQ1 inh: inactive; Tau FP inhib: 2%; HTT ATP protect: -15%[10 µM]; TR SRC2 fluor cs: 4%; Tau ThT inhib: -12%

Assay outcomes from PubChem BioAssay.
